Screening data (PubChem BioAssay)
SF1 activator = activates the human nuclear receptor SF-1; activation, % at 10 µM; 65,000 tested, 1.9% active; Q13285; CHO-K1 Gal4-SF-1 LBD luciferase reporter; % increase over DMSO SF-1-specific signal;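 active means activation above the mean activation of all tested compounds plus 3 SD, cut at about 50% in these data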
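System: CHO-K1 cells with Gal4–hSF-1 LBD chimera plus Gal4-driven luciferase; quantity: 4,000 CHO-K1 cells per well; compound: one dose, 10 µM compound, 1% DMSO; times: 20 h compound treatment, 37 °C; measured by: SteadyLite luciferase luminescence; read-out: percent activation versus DMSO; benchmarks: DMSO and mock-transfected background; replicates: one test per compound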
E coli RNAP = inhibitors of Escherichia coli RNA polymerase; P0A8V2; E. coli RNA polymerase, fluorescence transcription assay; inhibition, %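 (tested at 10 µM)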; 62,000 tested, 0.2% active; in the data active means inhibition above about 20%;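 further: 0% = enzyme without compound and 100% = no enzyme blank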
Target sequence (P0A8V2 whole entry, looked up): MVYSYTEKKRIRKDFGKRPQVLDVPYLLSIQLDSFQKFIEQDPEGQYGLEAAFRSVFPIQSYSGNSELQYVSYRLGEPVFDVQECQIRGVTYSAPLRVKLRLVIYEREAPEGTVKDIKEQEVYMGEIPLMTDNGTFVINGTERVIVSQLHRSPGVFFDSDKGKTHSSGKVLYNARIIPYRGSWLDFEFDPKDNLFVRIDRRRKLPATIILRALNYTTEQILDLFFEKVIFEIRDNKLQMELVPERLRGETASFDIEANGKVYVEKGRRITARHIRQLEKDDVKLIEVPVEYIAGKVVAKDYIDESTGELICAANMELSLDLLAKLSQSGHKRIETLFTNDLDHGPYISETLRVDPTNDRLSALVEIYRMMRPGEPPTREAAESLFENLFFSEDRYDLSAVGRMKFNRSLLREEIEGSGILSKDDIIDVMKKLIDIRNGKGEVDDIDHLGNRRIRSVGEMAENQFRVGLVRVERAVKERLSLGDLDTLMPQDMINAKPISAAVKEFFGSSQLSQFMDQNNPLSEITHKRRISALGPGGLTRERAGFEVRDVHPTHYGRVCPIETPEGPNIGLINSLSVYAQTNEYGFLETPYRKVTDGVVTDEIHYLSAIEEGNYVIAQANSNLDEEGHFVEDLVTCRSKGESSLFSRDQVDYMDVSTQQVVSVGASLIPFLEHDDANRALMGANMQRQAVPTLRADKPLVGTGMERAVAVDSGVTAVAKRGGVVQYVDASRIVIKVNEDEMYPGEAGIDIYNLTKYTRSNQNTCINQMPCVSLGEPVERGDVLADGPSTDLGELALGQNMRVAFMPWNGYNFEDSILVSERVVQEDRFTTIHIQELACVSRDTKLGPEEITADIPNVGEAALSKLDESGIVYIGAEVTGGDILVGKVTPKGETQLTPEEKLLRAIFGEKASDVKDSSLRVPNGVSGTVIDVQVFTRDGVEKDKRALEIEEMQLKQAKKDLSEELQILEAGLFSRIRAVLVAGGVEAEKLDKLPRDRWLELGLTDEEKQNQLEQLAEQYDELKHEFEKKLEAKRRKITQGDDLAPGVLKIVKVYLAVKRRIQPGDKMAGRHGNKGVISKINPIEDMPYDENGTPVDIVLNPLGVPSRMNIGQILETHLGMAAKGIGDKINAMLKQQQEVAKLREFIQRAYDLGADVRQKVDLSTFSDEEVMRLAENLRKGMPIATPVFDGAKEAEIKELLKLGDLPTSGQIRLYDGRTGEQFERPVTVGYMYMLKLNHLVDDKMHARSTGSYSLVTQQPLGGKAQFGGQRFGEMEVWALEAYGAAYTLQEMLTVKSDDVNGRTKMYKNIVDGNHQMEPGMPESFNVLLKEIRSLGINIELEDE
RORa activator = activates the human nuclear receptor RORA | 65,000 tested, 1.5% active | CHO-K1 Gal4-RORA LBD luciferase reporter, luminescence; percent increase over mock-subtracted basal signal | AID 560 | P35398 | activation, % at 10 µM;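 active means activation above the mean of all tested compounds plus 3 SD, cut at about 49% in these data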;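 further: 0% = DMSO-treated RORA cells and 100% = added signal equal to DMSO minus mock-transfected cells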
Fluor 339 460 = intrinsic fluorescence of library compounds, ex339/em460 – biochemical, MLSMR library, data from DPM-DC assay, artefact control, profiling panel | 65,000 tested, 5.5% active | compound autofluorescence, ex339/em460 nm, NADH buffer; active compounds read high; 1 = no-compound wells, NADH background | fluorescence fold increase at 10 µM | AID 709;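 active means at 10 µM, mean starting fluorescence two-fold or more over control wells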;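 further: signal is the first read of a kinetic run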
tolC growth inh = growth inhibitors of E. coli BW25113 tolC mutant | OD615 | growth inhibition, % at 10 µM (by protocol) | 65,000 tested, 2.2% active;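 active means growth inhibition at or above a cutoff equal to the mean over every tested compound plus 3 SD, cut at about 60% in these data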;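 further: growth measured after 20 h incubation at 37 °C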
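test system = E. coli BW25113 ΔtolC::kan bacteria | medium = LB with kanamycin 50 µg/mL | signal = OD at 615 nm | schedule = 37 °C, 20 h exposure | evaluation = % inhibition of E. coli growth | compound dosing = one dose of 10 µM final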
M1 antagonist = blocks the rat M1 muscarinic receptor response to acetylcholine; P08482; CHO-M1 cells, Fluo-4 calcium, ACh EC80 antagonist mode; active compounds read low; B-score at 10 µM; 64,000 tested, 3.4% active; AID 628;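 active means calcium fluorescence response, raw or row-and-column corrected B-score, differing from the plate sample mean either way at a set confidence level, mostly lower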
NADH enzymes = blocks coupling enzymes of NAD/NADH assays; coupled PK/LDH NADH assays, four targets; IC50, µM (series often up to 10 µM), without a hit: at the top dose inhibition; 65,000 tested, 0.02% active;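 active means single-dose screening hits from any of four coupled enzyme assays that gave an IC50 when retested across doses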;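 further: the DPM-DC format reads NADH fluorescence rather than 340 nm absorbance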
TNAP act DEA = human TNAP activation, intermediate phosphate acceptor; P05186; purified TNAP, CDP-star luminescence, 100 mM DEA, 30 min; active compounds read high; scale: 0 levamisole-inhibited, 1 vehicle-only enzyme; activation factor at 20 µM; 64,000 tested, under 10 active; AID 813;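 active means activation factor of at least 2 at 20 µM, relative to controls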
M1 agonist = activates the M1 muscarinic receptor; AID 626; B-score at 10 µM; 64,000 tested, 3% active; CHO-M1 cells, Fluo-4 calcium fluorescence, agonist mode; active compounds read high;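 active means fluorescence rise, raw or as B-score row- and column-corrected plate score, outside the 99.7% band of its plate's samples, either direction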
* hit, by the source's call.

Sample of the layout (4 entries):
What do the screens show for `CC1(C)OC(=O)C(=CNC(Cc2c[nH]c3ccccc23)C(=O)O)C(=O)O1` (stereo not drawn)?
SF1 activator: -17; E coli RNAP: 8; RORa activator: -6; Fluor 339 460: 1.1; tolC growth inh: -16; M1 antagonist: -0.23; NADH enzymes: 4%; TNAP act DEA: 0.9; M1 agonist: 0.15

How did NC(=O)Nc1ccc(Oc2c(F)c(F)c(F)c(F)c2F)cc1 do in these assays?
SF1 activator: -7; E coli RNAP: 4; RORa activator: 12; Fluor 339 460: 1.1; tolC growth inh: 5; M1 antagonist: 0.66; NADH enzymes: 3%; TNAP act DEA: 0.9; M1 agonist: 0.017

What do the screens show for `COC(=O)Nc1ccc(S(=O)(=O)N2CCCC(C(=O)Nc3cccc4c3OCCO4)C2)cc1` (stereo not drawn)?
SF1 activator: -6; E coli RNAP: 5; RORa activator: -18; Fluor 339 460: 1.1; tolC growth inh: 7; M1 antagonist: 0.27; NADH enzymes: 6%; TNAP act DEA: 1; M1 agonist: 2.3

How did CC(C)NS(=O)(=O)c1cccc2nsnc12 do in these assays?
SF1 activator: 14; RORa activator: 6; Fluor 339 460: 1.1; tolC growth inh: -22; M1 antagonist: -0.25; NADH enzymes: 4%; M1 agonist: 0.88

All compounds of this part, repeating the preview:
What do the screens show for `CC1(C)OC(=O)C(=CNC(Cc2c[nH]c3ccccc23)C(=O)O)C(=O)O1` (stereo not drawn)?
SF1 activator: -17; E coli RNAP: 8; RORa activator: -6; Fluor 339 460: 1.1; tolC growth inh: -16; M1 antagonist: -0.23; NADH enzymes: 4%; TNAP act DEA: 0.9; M1 agonist: 0.15

How did NC(=O)Nc1ccc(Oc2c(F)c(F)c(F)c(F)c2F)cc1 do in these assays?
SF1 activator: -7; E coli RNAP: 4; RORa activator: 12; Fluor 339 460: 1.1; tolC growth inh: 5; M1 antagonist: 0.66; NADH enzymes: 3%; TNAP act DEA: 0.9; M1 agonist: 0.017

What do the screens show for `COC(=O)Nc1ccc(S(=O)(=O)N2CCCC(C(=O)Nc3cccc4c3OCCO4)C2)cc1` (stereo not drawn)?
SF1 activator: -6; E coli RNAP: 5; RORa activator: -18; Fluor 339 460: 1.1; tolC growth inh: 7; M1 antagonist: 0.27; NADH enzymes: 6%; TNAP act DEA: 1; M1 agonist: 2.3

How did CC(C)NS(=O)(=O)c1cccc2nsnc12 do in these assays?
SF1 activator: 14; RORa activator: 6; Fluor 339 460: 1.1; tolC growth inh: -22; M1 antagonist: -0.25; NADH enzymes: 4%; M1 agonist: 0.88

Results for CC(=O)N1CCN(c2ccc(NCc3ccc(C(C)C)cc3)cc2)CC1 ?
SF1 activator: -8; RORa activator: -17; Fluor 339 460: 1.1; tolC growth inh: 4; M1 antagonist: -0.43; NADH enzymes: 10%; TNAP act DEA: 0.9; M1 agonist: 1

How did Cc1nc(SCc2c(F)cccc2Cl)n[nH]1 do in these assays?
SF1 activator: 13; E coli RNAP: 0; RORa activator: 5; Fluor 339 460: 1.1; tolC growth inh: -1; M1 antagonist: -0.52; NADH enzymes: 7%; TNAP act DEA: 0.7; M1 agonist: 0.31

How did CCn1c(=O)cc(SCC(=O)N2CCCCC2)c2ccccc21 do in these assays?
SF1 activator: -16; E coli RNAP: 4; RORa activator: 0; Fluor 339 460: 1.4; tolC growth inh: 7; M1 antagonist: -0.27; NADH enzymes: 10%; TNAP act DEA: 1; M1 agonist: 0.38

How did CCSC1=C(C#N)C(c2ccc(Cl)cc2)C2=C(CCCC2=O)N1 (stereo not drawn) do in these assays?
SF1 activator: -19; E coli RNAP: 7; RORa activator: -30; Fluor 339 460: 1.3; tolC growth inh: 96*; M1 antagonist: 0.72; NADH enzymes: 5%; TNAP act DEA: 0.9; M1 agonist: -0.21

What do the screens show for `CN(C1CCCCC1)S(=O)(=O)c1ccc2c(c1)c(=O)c(C(=O)NCCN1CCCC1)cn2C`?
SF1 activator: 8; E coli RNAP: 2; RORa activator: -12; Fluor 339 460: 1; tolC growth inh: -8; M1 antagonist: 0.16; NADH enzymes: 1%; TNAP act DEA: 0.8; M1 agonist: 1.2

Results for COCCCNC(=O)c1ccccc1Oc1ccccc1 ?
SF1 activator: 3; E coli RNAP: 9; RORa activator: -1; Fluor 339 460: 1.1; tolC growth inh: -15; M1 antagonist: -0.42; NADH enzymes: 8%; TNAP act DEA: 0.9; M1 agonist: -0.011

How did COc1ccc(NC(=O)N(Cc2ccc(C)cc2)Cc2ccccn2)c(OC)c1 do in these assays?
SF1 activator: -8; E coli RNAP: 6; RORa activator: -28; Fluor 339 460: 1.1; tolC growth inh: 21; M1 antagonist: -0.034; NADH enzymes: 4%; TNAP act DEA: 1; M1 agonist: -0.24

What do the screens show for `Cc1sc2nc(CN(C(=O)c3cccs3)C3CCCC3)[nH]c(=O)c2c1C`?
SF1 activator: -11; E coli RNAP: 8; RORa activator: 6; Fluor 339 460: 1.1; tolC growth inh: 42; M1 antagonist: 1.9*; NADH enzymes: 5%; TNAP act DEA: 0.9; M1 agonist: 0.66

Results for O=C1c2ccccc2C(=O)N1CC1c2ccccc2CCN1S(=O)(=O)c1cnc[nH]1 (stereo not drawn) ?
SF1 activator: 2; E coli RNAP: -1; RORa activator: -22; Fluor 339 460: 1; tolC growth inh: -6; M1 antagonist: -0.2; NADH enzymes: 6%; TNAP act DEA: 0.8; M1 agonist: -0.14

How did CC(C)CC(c1nnnn1C(C)(C)C)N1CCN(C2CCCC2)CC1 (stereo not drawn) do in these assays?
SF1 activator: -4; E coli RNAP: 8; RORa activator: 14; Fluor 339 460: 1; tolC growth inh: -11; M1 antagonist: -4.4*; NADH enzymes: 3%; TNAP act DEA: 1; M1 agonist: 0.17

How did CC(=O)Nc1ccc(NC(=O)CCC(=O)NCCO)cc1 do in these assays?
SF1 activator: -9; E coli RNAP: 15; RORa activator: -16; Fluor 339 460: 1.1; tolC growth inh: -3; M1 antagonist: 0.22; NADH enzymes: 5%; TNAP act DEA: 0.9; M1 agonist: 0.14

Results for c1nc(NC2CCCCCC2)c2[nH]cnc2n1 ?
SF1 activator: 9; E coli RNAP: -6; RORa activator: 6; Fluor 339 460: 1.1; tolC growth inh: -3; M1 antagonist: -0.0039; NADH enzymes: 6%; TNAP act DEA: 1.3; M1 agonist: 1.5

What do the screens show for `CCOC(=O)COc1ccc(C(=O)c2ccccc2)c(O)c1`?
SF1 activator: -11; E coli RNAP: 12; RORa activator: 0; Fluor 339 460: 1; tolC growth inh: -7; M1 antagonist: -0.43; NADH enzymes: 5%; TNAP act DEA: 0.9; M1 agonist: -0.2

How did COc1ccc(-n2c(Cc3cccn3C)nnc2SCC(=O)Nc2ccc(C)cc2)cc1 do in these assays?
SF1 activator: 15; E coli RNAP: 6; RORa activator: -8; Fluor 339 460: 1.1; tolC growth inh: 14; M1 antagonist: 1.4; NADH enzymes: 3%; TNAP act DEA: 1; M1 agonist: 0.34

How did Cn1c(SCC(=O)Nc2ccccc2-c2ccccc2)nnc1-c1ccco1 do in these assays?
SF1 activator: 6; E coli RNAP: 8; RORa activator: -4; Fluor 339 460: 1.1; tolC growth inh: 2; M1 antagonist: 0.46; NADH enzymes: 1%; TNAP act DEA: 0.9; M1 agonist: -1.8

What do the screens show for `CCC(=NC(C)c1ccccc1)c1c(O)n(C)c(=O)n(C)c1=O` (stereo not drawn)?
SF1 activator: -28; E coli RNAP: 8; RORa activator: -24; Fluor 339 460: 1; tolC growth inh: 6; M1 antagonist: -0.51; NADH enzymes: 2%; TNAP act DEA: 1; M1 agonist: 3.8*

What do the screens show for `CCOC(=O)C1=C(C)NC(=O)NC1c1c(OCC(=O)N2CCCCC2)ccc2ccccc12` (stereo not drawn)?
SF1 activator: -10; E coli RNAP: 2; RORa activator: 16; Fluor 339 460: 1.1; tolC growth inh: 2; M1 antagonist: -0.31; NADH enzymes: 6%; TNAP act DEA: 0.9; M1 agonist: 0.31

What do the screens show for `O=C(CSc1nnc(CNC(=O)c2c(F)cccc2Cl)o1)c1ccccc1`?
SF1 activator: 4; E coli RNAP: 10; RORa activator: -16; Fluor 339 460: 1.1; tolC growth inh: 4; M1 antagonist: -0.15; NADH enzymes: 2%; TNAP act DEA: 1; M1 agonist: -0.067

How did Cc1ccnn2c(-c3ccccc3)c3c(=O)n(C)c(=O)n(C)c3c12 do in these assays?
SF1 activator: -10; E coli RNAP: 10; RORa activator: -14; Fluor 339 460: 1.1; tolC growth inh: -1; M1 antagonist: 0.6; NADH enzymes: 2%; TNAP act DEA: 0.9; M1 agonist: 0.11

How did Cc1c2c(nc3c(C(=O)NC4CC4)cnn13)CCCC2 do in these assays?
SF1 activator: 9; E coli RNAP: 5; RORa activator: 3; Fluor 339 460: 1.2; tolC growth inh: 8; M1 antagonist: 0.61; NADH enzymes: 3%; TNAP act DEA: 0.9; M1 agonist: 1.1

Results for CC(=O)Oc1ccc2occ(C(=O)c3cccs3)c2c1 ?
SF1 activator: -8; E coli RNAP: 12; RORa activator: 6; Fluor 339 460: 1; tolC growth inh: 4; M1 antagonist: 0.23; NADH enzymes: 4%; TNAP act DEA: 0.8; M1 agonist: 1.7

How did CN1CCN(C(=O)c2c(O)c3cccc4c3n(c2=O)CCC4)CC1 do in these assays?
SF1 activator: -5; E coli RNAP: 7; RORa activator: -27; Fluor 339 460: 1.2; tolC growth inh: -7; M1 antagonist: -0.44; NADH enzymes: 11%; TNAP act DEA: 0.9; M1 agonist: 0.51

How did CC(=O)OC1c2ccccc2C(=O)N1c1ccccc1C (stereo not drawn) do in these assays?
SF1 activator: -5; E coli RNAP: 5; RORa activator: 4; Fluor 339 460: 1; tolC growth inh: -11; M1 antagonist: 0.067; NADH enzymes: 2%; TNAP act DEA: 0.8; M1 agonist: 0.039

What do the screens show for `CC1CN(Cc2nc3c(c(=O)n(C)c(=O)n3C)n2CC(O)CO)CC(C)O1` (stereo not drawn)?
SF1 activator: 17; E coli RNAP: 9; RORa activator: -2; Fluor 339 460: 1.1; tolC growth inh: -17; M1 antagonist: 0.75; NADH enzymes: 7%; TNAP act DEA: 0.9; M1 agonist: -1.6

What do the screens show for `CC1(C)CC(=O)C(C=NCC(N)=O)=C(O)C1`?
SF1 activator: 16; E coli RNAP: -3; RORa activator: 3; Fluor 339 460: 1.1; tolC growth inh: -4; M1 antagonist: 0.25; NADH enzymes: 4%; TNAP act DEA: 1; M1 agonist: -0.31

Results for CN(C)S(=O)(=O)c1ccc2c(c1)C(CC(=O)O)OC2=O (stereo not drawn) ?
SF1 activator: 18; E coli RNAP: -9; RORa activator: -12; Fluor 339 460: 1; tolC growth inh: -18; M1 antagonist: 0.39; NADH enzymes: 2%; TNAP act DEA: 1; M1 agonist: 0.28

What do the screens show for `COc1ccc(C(=O)N(CC(=O)NC(C)(C)C)c2ccc3c(c2)OCCO3)cc1OC`?
SF1 activator: 0; E coli RNAP: 3; RORa activator: 1; Fluor 339 460: 1.1; tolC growth inh: -15; M1 antagonist: 0.79; NADH enzymes: 7%; TNAP act DEA: 1; M1 agonist: 0.13

How did COc1ccc(Cn2c(=O)oc3ccc(C)cc32)cc1OC do in these assays?
SF1 activator: -8; E coli RNAP: 9; RORa activator: 9; Fluor 339 460: 1.1; tolC growth inh: 16; M1 antagonist: 0.11; NADH enzymes: 4%; TNAP act DEA: 0.9; M1 agonist: 13*
